MITF act – activators of MITF-driven TRPM1 promoter reporter, primary screen, cell-based, SK-MEL-5, luciferase, single point | SK-MEL-5 TRPM1-promoter luciferase, 24 h; % of positive control, neutral wells = 0 | activation, % at 12.5 µM | hit rate 0.75% among 300,000;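 active = mean activation of at least 80% with every replicate also reaching 80%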;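 also: 0% = neutral control wells and 100% = parthenolide positive control wells; values of inactives mirror those of a sister screen read the other way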
CDK5 p35 inh – inhibitors of human CDK5/p35 kinase, primary screen, biochemical, single concentration; Cyclin-dependent kinase 5 (Homo sapiens) + Cyclin-dependent kinase 5 activator 1 (Homo …; Recombinant CDK5/p35, ADP-Glo luminescence, 60 min; inhibition, % at 10 µM; hit rate 0.01% among 330,000; AID 488839, 2010;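 active = highest replicate inhibition of at least 50% and at least 75% of replicates reaching 50%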;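 also: plate controls were DMSO neutral control for no effect and GW8510 at 10 µM for full effect; many of its hits are not listed in these tables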
Target sequence (Q00535 whole entry, looked up): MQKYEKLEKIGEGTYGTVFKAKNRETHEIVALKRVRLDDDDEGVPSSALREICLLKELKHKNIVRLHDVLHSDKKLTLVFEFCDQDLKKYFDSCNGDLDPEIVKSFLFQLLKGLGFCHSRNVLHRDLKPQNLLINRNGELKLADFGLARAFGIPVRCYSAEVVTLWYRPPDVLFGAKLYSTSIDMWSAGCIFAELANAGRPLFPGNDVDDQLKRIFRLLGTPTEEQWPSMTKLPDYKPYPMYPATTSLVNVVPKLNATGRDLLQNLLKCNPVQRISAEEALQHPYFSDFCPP
Target sequence (Q15078 whole entry, looked up): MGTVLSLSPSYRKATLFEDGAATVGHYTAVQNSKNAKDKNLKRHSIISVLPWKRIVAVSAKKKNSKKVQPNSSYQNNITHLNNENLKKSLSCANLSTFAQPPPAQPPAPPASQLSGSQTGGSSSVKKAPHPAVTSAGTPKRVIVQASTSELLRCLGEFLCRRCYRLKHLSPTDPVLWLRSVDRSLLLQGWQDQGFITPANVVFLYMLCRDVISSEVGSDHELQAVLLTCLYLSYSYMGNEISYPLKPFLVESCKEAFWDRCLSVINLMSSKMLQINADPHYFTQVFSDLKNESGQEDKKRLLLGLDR
PvdQ inh – P. aeruginosa PvdQ acylase inhibitors, primary screen, biochemical, fluorescence, plate reader and imaging, single point; inhibition, % at 10 µM; purified PvdQ acylase; PvdQ acylase [Pseudomonas aeruginosa LESB58]; AID 488965, 2010; hit rate 0.063% among 340,000; in the data active = inhibition above about 30%, passing the limit was not always enough;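 also: 0% = vehicle neutral wells and 100% = reference inhibitor wells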
SR-BI DiI-HDL act – activators of SR-BI mediated DiI-HDL uptake, primary screen, ldlA[mSR-BI] CHO cells, DiI fluorescence; hit rate 0.096% among 320,000; activation, % at 12.5 µM; 3 h; 100 = double the neutral-control signal;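 active = mean replicate activation of at least 60% and every replicate at or above 60%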;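 also: 0% = median plate neutral-control signal and 100% = twice that signal; values of inactives mirror those of a sister screen read the other way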
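Assay system: CHO ldlA[mSR-BI] cells, LDL receptor-null, SR-BI overexpressing; medium: Ham's F12 with 0.5% BSA, HEPES 25 mM, pH 7.4; also added: DiI-HDL 10 µg/mL; timing: 3 h uptake period with compound, 37 °C; signal: DiI fluorescence, bottom read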
Rtt109 HAT inh – inhibitors of C. albicans Rtt109/Vps75 HAT, primary screen, biochemical, ThioGlo CoA-SH fluorescence, plate reader | Histone acetyltransferase RTT109 (Candida albicans (strain SC5314 / ATCC MYA-2876)), … | purified Rtt109/Vps75, 4 h | inhibition, % at 34.9 µM | hit rate 0.16% among 330,000 | AID 540336, 2011;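 active = inhibition of at least 50% in every replicate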
Wnt bcat act – Wnt/beta-catenin pathway activators, primary screen, cell-based, plate reader, single point; Wnt/beta-catenin reporter cell assay, activator; activation, % at 9.35 µM; hit rate 1.2% among 300,000; AID 743398, 2014; in the data active = activation above about 30%, passing the limit was not always enough;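 also: 0% = neutral control wells and 100% = positive control wells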
cardiac RTF act – cardiac RTF calcium sensitivity activators, primary screen, biochemical, IANBD-TnC fluorescence, EC20 calcium; activation, % at 7.2 µM; IANBD-labeled TnC RTF fluorescence at EC20 calcium; 0% EC20 calcium, 100% full calcium; hit rate 0.24% among 340,000; AID 493008, 2010; Troponin I, cardiac muscle (Homo sapiens) + Troponin T, cardiac muscle (Homo sapiens) + …;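 active = activation above the mean over all tested compounds plus 3 SD, cut at about 30% in these data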;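 also: rise in fluorescence read as greater calcium sensitivity of cardiac thin filaments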
dFosB act – activators of delta FosB homodimer, primary screen, biochemical, fluorescence polarization, TAMRA-CDK5 oligo, single point; AID 493131, 2011; purified delta FosB; percent of positive-control signal above neutral wells; Protein FosB (Mus musculus), P13346; activation, % at 25 µM; hit rate 0.99% among 340,000;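 active = mean activation above about 17%, with every replicate also reaching it, limit read from the data, passing the limit was not always enough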;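 also: fluorescence polarization rise as delta FosB binds a TAMRA Cdk5 AP-1 oligo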
SR-BI DiI inh – inhibitors of SR-BI mediated HDL lipid uptake, primary screen, ldlA[mSR-BI] cells, fluorescence, single point; AID 488896, 2010; ldlA[mSR-BI] CHO cells, DiI-HDL uptake fluorescence, 3 h; hit rate 0.96% among 320,000; inhibition, % at 12.5 µM;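 active = mean replicate inhibition of at least 70% and a set share of replicates each scoring 70 or more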;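 also: 0% = median of neutral control wells and 100% = median of positive control wells; values of inactives mirror those of a sister screen read the other way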
HTR5A ag – HTR5A agonists in luminescence cell assay, primary screen, counter-screen for OPRM1-OPRD1 heterodimer agonist project, full-deck HTS | 5-hydroxytryptamine receptor 5A (Homo sapiens), P47898 | cell-based | activation, % at 9.3 µM | hit rate 0.61% among 340,000; in the data active = activation mostly above about 9.5%, no sharp cut-off; inactive = mostly below about 7.6%;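 also: 0% = cells with vehicle only and 100% = reference agonist; strong numbers were not always called active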
Target sequence (P47898 whole entry, looked up): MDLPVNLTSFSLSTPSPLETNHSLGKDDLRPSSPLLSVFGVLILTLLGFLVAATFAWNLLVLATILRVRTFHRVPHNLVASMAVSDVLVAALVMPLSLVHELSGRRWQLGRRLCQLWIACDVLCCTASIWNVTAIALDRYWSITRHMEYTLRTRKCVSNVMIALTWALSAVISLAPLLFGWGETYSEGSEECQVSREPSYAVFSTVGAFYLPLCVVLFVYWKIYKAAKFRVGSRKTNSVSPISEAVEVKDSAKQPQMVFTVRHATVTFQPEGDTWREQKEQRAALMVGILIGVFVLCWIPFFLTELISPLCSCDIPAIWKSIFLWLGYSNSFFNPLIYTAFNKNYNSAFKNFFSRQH
The depositor's hits bear a star; / = not tested or not shown.

SMILES	MITF act	CDK5 p35 inh	PvdQ inh	SR-BI DiI-HDL act	Rtt109 HAT inh	Wnt bcat act	cardiac RTF act	dFosB act	SR-BI DiI inh	HTR5A ag
COc1ccccc1NS(=O)(=O)c1ccc(C(=O)N2CCCC(C)C2)cc1 (stereo unspecified)	-1.2	-0.2	-4.0	-3.6	-10.1	-1.2	-4.6	-10.1	3.6	3.4
O=C(O)c1ccc(NC(=O)c2cn(-c3ccccc3)nc2-c2ccc(Br)cc2)cc1	19.8	0.3	-12.4	-13.0	8.0	0.0	-2.8	-30.0	13.0	2.7
CC(Cc1ccco1)NC(=O)c1ccc(C(F)(F)F)cc1 (stereo unspecified)	127.8*	-0.3	-4.7	/	13.7	18.3	-1.6	0.1	/	3.5
Cc1ccc(S(=O)(=O)N2[C@@H](c3ccccc3F)C(C(=O)O)=CC[C@H]2c2ccc(Cl)cc2)cc1	-4.0	-4.9	4.5	0.4	22.8	-2.1	7.4	-5.8	-0.4	5.8
CC1=C(C)CC(C(=O)c2ccc(C)cc2)C(C(=O)O)C1 (stereo unspecified)	/	0.2	12.0	5.1	-4.5	-5.3	6.7	4.6	-5.1	0.4
CCC(=O)Nc1ccc2c(c1)nc(CCN1CCC(C)CC1)n2C	0.7	1.7	-8.8	4.6	3.2	-1.2	-1.0	-10.6	-4.6	-0.5
Cc1ccc(C)c(C(=O)NC2CC(C)(C)NC(C)(C)C2)c1	-2.4	1.0	1.4	5.9	-6.9	/	7.3	-3.7	-5.9	-2.8
CCOC(=O)c1cc(C(=O)OCC)c2ccccn2c1=O	2.8	0.6	-32.1	42.2	0.3	/	2.9	-20.9	-42.2	-4.5
O=C(c1ccc(Cl)c(S(=O)(=O)N2CCCC2)c1)N1CCN(c2ccccn2)CC1	0.3	-4.1	-10.6	-12.9	-6.5	/	-0.1	-6.2	12.9	11.8*
COc1cccc(/C=N/NC(=O)c2nnn(-c3nonc3N)c2CN(C)c2ccccc2)c1	8.4	-0.1	3.7	-1.7	-12.6	-1.1	-4.5	-3.1	1.7	-2.5
Cc1cccc(C)c1NC1=NC(=S)N(c2ccc(C(=O)O)cc2)C12CCCCC2	-5.7	-0.5	-8.9	29.4	2.9	27.6	-0.1	6.8	-29.4	0.5
CSCCC(NC(=O)/C(=C\c1ccc(Cl)cc1)NC(=O)c1ccccc1)C(=O)O (stereo unspecified)	4.2	-0.9	-5.3	11.7	-5.0	-2.5	3.5	-7.2	-11.7	-1.7
COc1cccc(Oc2c(C)oc3c(CN4CCCC4)c(O)ccc3c2=O)c1	-0.7	0.3	4.3	0.2	5.5	-1.4	0.9	-0.7	-0.2	1.8
CCOC(=O)c1cnc2ccccc2c1Nc1ccc2c(c1)OCCO2	-29.2	0.9	-1.4	2.1	11.1	-4.4	-3.1	0.0	-2.1	-2.2
Cc1ccc2nc(SCC(=O)N(C)C3CCS(=O)(=O)C3)[nH]c2c1 (stereo unspecified)	-11.7	-0.4	-5.3	12.5	4.3	3.0	3.0	-3.6	-12.5	6.7
NC(=O)C(c1ncc(C(F)(F)F)cc1Cl)c1c(Cl)cccc1Cl (stereo unspecified)	/	0.7	-1.7	-13.4	/	-0.5	-2.3	3.5	13.4	1.7
C=CCN(c1ccccc1C(=O)O)S(=O)(=O)/C=C/c1ccccc1	-6.3	0.0	14.0	22.1	-8.5	0.2	0.8	0.8	-22.1	-3.6
COc1ccc(Cl)cc1NC(=O)C(OC)c1ccccc1 (stereo unspecified)	-12.8	1.3	-14.0	-27.3	2.3	-0.7	3.6	-10.8	27.3	-3.0
CCN(CC)c1ccc(/C=N/NC(=S)NC)c(O)c1	7.3	1.4	1.1	/	4.9	-1.2	1.4	-7.4	/	0.3
C=CCN1C(=O)/C(=C/c2ccccc2)S/C1=N/c1nccs1	0.1	-1.0	7.0	-21.8	14.6	/	-4.9	-1.9	21.8	5.3
CCOc1ccc(NC(=O)CCNS(=O)(=O)c2cccc3nonc23)cc1	3.5	-1.9	-8.5	/	12.0	-1.3	-1.2	0.8	/	-2.1
CN1CCN(C(=O)CCN2C(=O)/C(=C\c3ccc(F)cc3)SC2=S)CC1	-1.5	-1.8	-17.6	-2.9	3.7	-3.3	-2.5	-9.5	2.9	5.5
CC(=O)c1cccc(NC(=O)C(C)OC(=O)c2cccc(-n3cnnn3)c2)c1 (stereo unspecified)	-4.8	-1.1	-20.3	-27.6	-7.2	30.0	-6.1	-3.5	27.6	-5.4
O=C(NCc1nnc(SCC(=O)N2CCCCC2)o1)c1c(F)cccc1F	2.7	0.9	-8.7	6.0	-6.1	-1.1	-1.3	0.2	-6.0	-5.8
CSc1nnc2n(-c3ccccc3)c(=O)c3c4c(sc3n12)CCC4	5.1	0.8	-10.4	1.7	-29.8	/	-1.9	-14.9	-1.7	3.8

Remaining list, next part:
SMILES	MITF act	CDK5 p35 inh	PvdQ inh	SR-BI DiI-HDL act	Rtt109 HAT inh	Wnt bcat act	cardiac RTF act	dFosB act	SR-BI DiI inh	HTR5A ag
Cc1ccc(C(=O)N2CCOCC2)cc1S(=O)(=O)N1CCCC1	0.9	-2.7	-8.3	10.8	-4.4	-0.5	1.3	4.1	-10.8	-2.0
Cc1ccccc1C(=O)c1ccc2c(c1)n(C)c(=O)n2C	3.9	-0.4	-11.6	-16.9	-1.7	/	5.8	-7.7	16.9	11.8*
C/C(=N/NC(=O)c1ccc(Br)o1)c1cccc(NC(=O)c2ccc(F)cc2)c1	16.7	-0.3	-6.3	-46.1	-5.7	4.2	0.3	-17.4	46.1	7.2
COc1cc(NC(=O)COC(=O)c2ccc3ccccc3n2)cc(OC)c1	-9.4	2.7	-4.7	-2.9	3.1	0.9	-4.0	-9.7	2.9	-0.2
Nc1nnnn1CC(=O)N/N=C/c1cc([N+](=O)[O-])ccc1Cl	3.8	3.2	-6.4	33.2	0.4	-3.8	-3.5	2.4	-33.2	-4.0
O=C(CN(C(=O)c1csnn1)c1cccc(Cl)c1)NC1CCCCC1	-3.3	-0.5	-8.3	8.8	4.7	1.0	-8.0	-7.0	-8.8	2.4
O=C(Cc1ccc(Br)cc1)NNC(=O)Nc1ccc(Cl)cc1	-6.6	-1.2	-15.7	34.3	-2.6	-7.4	-1.9	-0.1	-34.3	-3.4
O=C(C1CCN(S(=O)(=O)c2cccc3cccnc23)CC1)N1CCc2ccccc21	0.5	0.3	-2.3	-0.4	-2.5	-8.2	9.9	-8.3	0.4	-0.8
CCCCCCCN1C(Nc2ccccc2)=NC[C@@H]1C	11.8	-1.6	7.8	16.4	2.7	-0.6	-5.5	4.4	-16.4	-2.1
CN(C)Cc1ccccc1Sc1ccc(Br)cc1	3.7	-0.1	2.0	5.4	11.6	/	1.4	-4.0	-5.4	1.9
CCCN1C(=S)SC(C)(C)C1/[N+]([O-])=C/c1ccc(S(=O)(=O)NC)cc1 (stereo unspecified)	8.0	0.6	-3.6	/	-4.7	-0.2	-3.5	-5.5	/	-5.1
C[C@H](N)c1nnc(SCC(N)=O)o1	-12.0	-0.1	-18.8	5.4	-4.5	-3.4	10.7	-1.9	-5.4	4.3
Cc1oc(-c2cccs2)nc1CN1CCN(C2CCCC2)C(CCO)C1 (stereo unspecified)	19.6	-1.3	-8.9	-7.2	-0.7	-0.1	-1.0	-6.5	7.2	-2.4
O=C1CCN(Cc2ccccc2)S(=O)(=O)c2ccccc21	14.7	0.5	1.3	4.3	-6.6	-1.4	-1.5	0.7	-4.3	-3.0
Cc1ccc(C)c(NC(=S)N2CCCC2)c1	9.3	-0.3	-0.1	14.7	-3.8	-3.2	0.9	-2.4	-14.7	-2.0
CC(C)C[C@@H](CN)NC(=O)c1nc[nH]c1C(=O)N[C@@H](CC(C)C)C(=O)CNC[C@H](C)NC(=O)c1nc[nH]c1C(=O)N[C@@H](C)C(=O)O	-3.5	-0.6	-7.9	41.8	-3.1	-1.3	-2.6	-6.9	-41.8	-1.4
Cc1ccc(CNC(=O)CCC(=O)N2CC(C)Oc3ccccc32)cc1 (stereo unspecified)	/	-0.4	10.7	1.7	23.2	-0.3	-0.4	-11.0	-1.7	4.7
OC(CNCCc1ccccc1)c1ccccc1 (stereo unspecified)	4.2	0.4	-4.6	6.0	10.3	1.2	5.9	-5.2	-6.0	7.8
CCCn1c(=O)n(C)c(=O)c2c(SC(C)C(=O)NCC3CCCO3)nc(CC(C)C)nc21 (stereo unspecified)	5.0	2.4	-16.0	-44.3	-0.2	-4.1	-0.2	2.3	44.3	7.2
COc1ccc(-c2nc3ccccc3c(=O)n2CC(C)C)cc1	-1.2	-0.6	-16.1	-0.1	-11.1	-2.6	-0.3	-5.1	0.1	1.2
COC(=O)c1ccc(CSC2=NCCS2)cc1	84.2*	1.1	9.4	23.0	-12.4	/	-2.9	-2.3	-23.0	1.0
O=C(O)c1ccccc1C(=O)c1ccc(N2CCOCC2)c([N+](=O)[O-])c1	-18.7	-1.7	-0.4	13.3	1.1	0.3	-9.7	-0.7	-13.3	1.7
Cc1csc(NC(=O)C(Cc2ccccc2)n2cccc2)n1 (stereo unspecified)	2.8	0.6	-12.6	-9.4	-5.2	-2.4	1.5	-12.3	9.4	-2.7
CCCC[n+]1ccn(-c2nc3ccccc3nc2[N-]S(=O)(=O)c2cccs2)c1	-12.6	0.3	-20.6	6.3	-5.4	19.9	2.0	-3.2	-6.3	-2.4
COc1cc([N+](=O)[O-])ccc1NC(=O)/C=C/C(=O)O	-4.6	0.4	-9.8	11.8	/	-1.0	-0.5	0.0	-11.8	-0.2
COc1ccc([C@H]2CC(=O)C=C(c3cccc4c3Oc3ccccc3S4)C2)cc1	-7.1	0.2	-11.3	-18.1	3.6	-0.1	-3.3	-1.2	18.1	-7.3
Cc1cccc(NC(=S)N2CCC(O)CC2)c1C	1.2	0.5	-8.3	11.4	1.9	-1.0	2.2	2.1	-11.4	-1.5
COc1ccccc1/C=C/C(=O)c1cc(Br)ccc1OC(=O)c1ccco1	-34.7	0.9	-10.3	-13.6	-104.4	0.0	-1.9	-9.9	13.6	-1.6

3 entries from above, arranged by molecular weight, ascending.
SMILES	MITF act	CDK5 p35 inh	PvdQ inh	SR-BI DiI-HDL act	Rtt109 HAT inh	Wnt bcat act	cardiac RTF act	dFosB act	SR-BI DiI inh	HTR5A ag
CN(C)Cc1ccccc1Sc1ccc(Br)cc1	3.7	-0.1	2.0	5.4	11.6	/	1.4	-4.0	-5.4	1.9
C=CCN(c1ccccc1C(=O)O)S(=O)(=O)/C=C/c1ccccc1	-6.3	0.0	14.0	22.1	-8.5	0.2	0.8	0.8	-22.1	-3.6
COc1cccc(Oc2c(C)oc3c(CN4CCCC4)c(O)ccc3c2=O)c1	-0.7	0.3	4.3	0.2	5.5	-1.4	0.9	-0.7	-0.2	1.8

Screens (PubChem)
